Assay outcomes from PubChem BioAssay.
Dicer processing: human Dicer pre-microRNA cleavage inhibition. AID 1347074. cat-ELCCA pre-miR-21 Dicer processing, chemiluminescence; hits give high values. Q9UPY3. 47,000 compounds, 6% hits. z-score at 25 µM; in the data active means z-score above about 3, passing the limit was not always enough;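 further: plate controls were vehicle for no effect and no enzyme for full effect; higher signal means more uncleaved substrate so more Dicer inhibition; strong numbers were not always called active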
* = called active by the depositor.

`CC(C)(C)c1ccc(C(=O)Nc2cccc3[nH]ccc23)cc1` gave Dicer processing 36.
Screening CC(C)Cn1c(NCCN(C)C)nc2c1c(=O)[nH]c(=O)n2C returned Dicer processing 4.3*.
COC(=O)c1sc(N2C(=O)c3oc4ccc(F)cc4c(=O)c3C2c2ccc(OC)cc2)nc1C (configuration not stated) was read as Dicer processing 2.3.
`Clc1ccc(-c2cc(NC3CCCCC3)n[nH]2)cc1` gave Dicer processing -4.6.
Screening CC1(C)CC(=O)C2=C(C1)Nc1nc(-c3cccnc3)nn1C2c1ccc(Cl)cc1 (configuration not stated) returned Dicer processing 1.6.
`CCOC(=O)C1=C(C)NC(=O)NC1c1ccc(OC)cc1` (configuration not stated) gave Dicer processing 0.48.
For O=C(O)CCC(=O)NCC1OCCc2ccccc21 (configuration not stated) the results were Dicer processing 1.7.
For COc1ccc(C(C)=O)cc1CSCC(=O)Nc1ccc(Cl)cc1 the results were Dicer processing 0.3.
For C/C(=N\O)c1cccc(Br)c1 the results were Dicer processing 1.5.
`COc1cc([N+](=O)[O-])ccc1-n1cccc1` gave Dicer processing 1.1.
For N#Cc1c(N2C(=O)c3ccccc3C2=O)sc2c1CCCC2 the results were Dicer processing -1.5.
For Cc1ccc(I)c(C(=O)OCC(=O)c2ccc(Br)cc2)c1 the results were Dicer processing 1.2.
Cc1noc(NS(=O)(=O)c2ccc(N)cc2)c1C was read as Dicer processing 1.1.
For Oc1ccccc1-c1nc2c3c4c(sc3ncn2n1)CCCC4 the results were Dicer processing 0.47.
`Cn1c(=O)c2c(nc(Sc3nnc(N)s3)n2C)n(C)c1=O` gave Dicer processing 3.1*.
COc1ccc(S(=O)(=O)NCc2c(-c3ccccc3)noc2C)c(OC)c1 was read as Dicer processing 0.3.
For CC(NC(=S)Nc1ccc(Oc2ccc(Cl)cc2)cc1)c1ccccc1 (configuration not stated) the results were Dicer processing 3.9*.
`COC(=O)c1sccc1N/N=C(\C)c1ccc(NC(=O)C(Cl)Cl)cc1` gave Dicer processing -1.3.
CC1(C)CC2(CC(C)(c3csc(N)n3)OC2=O)C(=O)O1 (configuration not stated) was read as Dicer processing 6.1.
`Cc1cc(C(=O)n2cc(C)c(-c3cccs3)n2)c(C)o1` gave Dicer processing 1.6.
For CC1=CS/C(=C(\C#N)C(=O)c2ccccc2Cl)N1c1ccccc1Cl the results were Dicer processing -0.24.
N#Cc1nnn2c1nc(N)c1c(F)cccc12 was read as Dicer processing 0.27.
`COC(=O)CN1C(=O)NC(c2ccccc2)(C(C)(C)C)C1=O` (configuration not stated) gave Dicer processing 0.4.
`O=C(O)CCCCCN1C(=O)c2cccc3c(N4CCCCC4)ccc(c23)C1=O` gave Dicer processing 2.9.
Screening CCNC(=S)Nc1ccc(C)cc1C returned Dicer processing -0.32.
For Cc1onc(-c2c(Cl)cccc2Cl)c1NC(=O)Nc1ccc(Oc2ccc(Cl)cc2)nc1 the results were Dicer processing 0.23.
For CCCCOc1ccc(OCCCN2CCOCC2)cc1 the results were Dicer processing 0.9.
`CSc1scc2c1-c1nn(C(C)=O)cc1CC2` gave Dicer processing -2.
For O=C1NC(/C=C\c2ccc3c(c2)OCO3)Nc2sc3c(c21)CCCC3 (configuration not stated) the results were Dicer processing 1.5.
For CC(Oc1ccc(Oc2ccc(C(F)(F)F)cc2)cc1)C(=O)NNC(=O)c1ccc([N+](=O)[O-])cc1 (configuration not stated) the results were Dicer processing -0.53.
COc1ccc(C2C(C(=O)OC(C)C)=C(C)Nc3nc4ccccc4n32)cc1OC (configuration not stated) was read as Dicer processing 0.71.
Screening CC(C)N(CCC#N)C(=S)Nc1ccc(Cl)cc1 returned Dicer processing -0.61.
For OC1CSc2nc3ccccc3n2C1 (configuration not stated) the results were Dicer processing -0.39.
`CC(C)C(NS(=O)(=O)c1ccc2c3c(cccc13)C(=O)N2)C(=O)O` (configuration not stated) gave Dicer processing 0.36.
`CC(=O)NC(C)Cc1c[nH]c2ccccc12` (configuration not stated) gave Dicer processing 1.7.
`CCOC(=O)C1C(=O)NCC1c1ccccc1` (configuration not stated) gave Dicer processing 1.2.
O=c1[nH]n(CCO)c(=O)c2ccccc12 was read as Dicer processing 0.19.
`COc1cccc(N2CCn3c2nc2c3c(=O)n(CC(=O)O)c(=O)n2C)c1` gave Dicer processing 1.5.
For COc1ccc(OCCSc2nc3ccccc3o2)cc1 the results were Dicer processing -1.1.
`COc1ccc(S(=O)(=O)N2CCN(c3ccccc3)CC2)c2ccccc12` gave Dicer processing 0.17.
For CCc1nc2nc(C)c(Cc3cccc(Cl)c3)c(=O)n2[nH]1 the results were Dicer processing 273.
Screening O=C(O)CSc1nc(SCC(=O)O)c2ccccc2n1 returned Dicer processing 1.4.
For O=C(NNC(=O)c1sccc1OCc1ncc(C(F)(F)F)cc1Cl)Nc1ccccc1 the results were Dicer processing -0.24.
CCCCOc1cc(=O)[nH]c(=O)[nH]1 was read as Dicer processing -7.3.
Screening Cc1ccc2nc(Nc3nc(C)c(Cc4ccccc4)c(=O)[nH]3)nc(C)c2c1 returned Dicer processing -0.62.
For C=C(c1ccc(C(=O)O)cc1)c1cc2c(cc1C)C(C)(C)CCC2(C)C the results were Dicer processing 0.69.
For O=[N+]([O-])c1ccc(COc2ccc(C3SCCS3)cc2[N+](=O)[O-])cc1 the results were Dicer processing -0.37.
`Cc1c(Cl)c([N+](=O)[O-])nn1CC(=O)Nc1c(F)cc(F)cc1Br` gave Dicer processing -0.5.
For CN(C)CCCNCC(O)Cn1c2ccc(Cl)cc2c2cc(Cl)ccc21 (configuration not stated) the results were Dicer processing -0.26.
Screening O=C1c2cc(S(=O)(=O)NCc3ccccc3)ccc2-c2ccc(S(=O)(=O)NCc3ccccc3)cc21 returned Dicer processing 0.66.
`NC(=S)NN=C1C2CC3CC(C2)CC1C3` gave Dicer processing -0.91.
Screening CS(=O)(=O)N1CCN(CCCc2ccccc2)CC1 returned Dicer processing 1.3.
Screening c1ccc(C(CCNc2ncnc3nc[nH]c23)c2ccccc2)cc1 returned Dicer processing -0.18.
For CC1=N/C(=C/c2ccc(C)cc2)C(=O)O1 the results were Dicer processing 1.3.
`O=C(Nc1ccccc1)n1nccc1C(c1ccccc1)c1ccccc1` gave Dicer processing 0.4.
Screening Oc1ccc(O)c(Sc2nnnn2-c2ccccc2)c1 returned Dicer processing 3.2*.
For Cn1c(=O)c2c(nc3n(-c4ccc(F)cc4)c(-c4ccc(Cl)cc4)cn23)n(C)c1=O the results were Dicer processing 47.
`C[C@@H](N)C(=O)OCc1ccccc1` gave Dicer processing -0.77.
Screening CCOc1ccc(C2C3=C(CC(C)(C)CC3=O)OC3=C2C(=O)CC(C)(C)C3)cc1 returned Dicer processing 0.37.
Screening Cc1cc(=O)[nH]c(SCC(=O)N2CCCc3ccccc32)n1 returned Dicer processing -0.35.
For Cc1ccccc1C1CC(c2ccccc2Cl)Nc2nc(N)nn21 (configuration not stated) the results were Dicer processing -0.09.
`CC(C)c1ccc(C(=O)CC2(O)C(=O)N(C)c3ccccc32)cc1` (configuration not stated) gave Dicer processing 1.7.
`O=c1c2ccccc2c(-c2ccccc2)nn1CCc1ccccc1` gave Dicer processing 0.16.
C/S(=N\S(=O)(=O)c1cccc2nsnc12)c1ncc(Cl)cc1C(F)(F)F (configuration not stated) was read as Dicer processing 0.1.
`COc1ccc(N2C(=O)Cc3ccc(OC)cc3C2=O)cc1` gave Dicer processing 0.1.
Screening COC(=O)c1ccc(S(=O)(=O)NCCNc2cccc(C(F)(F)F)n2)n1C returned Dicer processing -0.1.
COc1cc(C=Nc2ccc(S(=O)(=O)Nc3nc(C)cc(C)n3)cc2)cc(OC)c1OC was read as Dicer processing -0.04.
N=C(N)SCc1cccc(Cl)c1 was read as Dicer processing 1.3.
Screening CCOC(=O)C(=CNc1ccc2c(c1)CCN2C(C)=O)C(=O)OCC returned Dicer processing 1.5.
For O=C(O)CCSc1cccc2ccccc12 the results were Dicer processing -1.9.
Screening COc1cccc(C(Nc2cc(C)ccn2)c2ccc3ccc(C)nc3c2O)c1 (configuration not stated) returned Dicer processing 6.8*.
`COc1ccc(C2=Nn3c(COc4cc(C)ccc4Cl)nnc3SC2)cc1` gave Dicer processing -1.7.
CCOC(=O)c1csc(Cn2nc(C)c(Br)c2C)n1 was read as Dicer processing -1.7.
`N#CCC(=O)NNC(=S)Nc1cc(C(F)(F)F)cc(C(F)(F)F)c1` gave Dicer processing 0.01.
Screening COC(=O)C1=C(C)NC2=C(C(=O)CC(C)(C)C2)C1c1ccc(OC)cc1OC (configuration not stated) returned Dicer processing -1.2.
Screening COc1ccc2c(c1)c(=O)oc1cc(OCc3ccc(F)cc3)ccc12 returned Dicer processing -0.23.
For O=C(O)c1nccnc1C(=O)N1CCC(O)CC1 the results were Dicer processing 0.67.
COc1cc(C(=O)OC(Cc2ccccc2)C(F)(F)F)cc(OC)c1OC (configuration not stated) was read as Dicer processing -0.2.
CCOC(=O)C1CCN(S(=O)(=O)c2cn(C)cn2)CC1 was read as Dicer processing -0.06.
`O=C1CC(c2ccc(Cl)cc2)CC(=O)N1` gave Dicer processing 0.99.
CC(C)(C)c1ccc(-c2noc(CSc3n[nH]c(=O)n3-c3cccnc3)n2)cc1 was read as Dicer processing 1.7.
Screening Cc1ccc(C)n1CCN1CCN(S(=O)(=O)Cc2ccc(Cl)cc2)CC1 returned Dicer processing 0.05.
O=C(c1ccccc1)c1ccc(F)cc1 was read as Dicer processing 0.81.
`NC(=O)C1c2ccccc2Oc2ccccc21` gave Dicer processing -0.49.
For CC(C)(C)NC(=O)N1CCN(c2ncnc3scc(-c4ccccc4)c23)CC1 the results were Dicer processing 0.61.
For COc1ccc(NC(=O)c2c(C)oc3c(F)c(F)c(F)c(F)c23)c(OC)c1 the results were Dicer processing -0.07.
`Oc1ccccc1OCCCCCOc1ccccc1O` gave Dicer processing 2.6.
`O=C1CC(C(=O)Nc2ccccc2)N=C(Nc2nc3ccccc3s2)N1` (configuration not stated) gave Dicer processing -0.4.
Screening N#Cc1c(C(F)(F)F)cc(-c2ccccc2)nc1SCC(=O)N1CCCCC1 returned Dicer processing 0.44.
`CN(C)CCCOC(=O)c1ccc2c(c1)OCO2` gave Dicer processing 4.8.
`CC(C)S(=O)(=O)c1cnc(-c2ccc(Cl)cc2)nc1N` gave Dicer processing 0.64.
`O=C(O)CS/C(=N/S(=O)(=O)c1ccccc1)Nc1cccc(C(F)(F)F)c1` gave Dicer processing 0.1.
COCCCn1c(-c2csc(C)n2)n[nH]c1=S was read as Dicer processing -0.52.
CC1CCc2c(sc(NC(=O)c3ccco3)c2C(=O)N2CCOCC2)C1 (configuration not stated) was read as Dicer processing 3*.
`O=C(NCc1ccco1)NC1CCCCC1` gave Dicer processing 0.57.
`COC(=O)Nc1cc(OC)cc(C(F)(F)F)c1` gave Dicer processing -0.1.
`O=C(Nc1cccc(Cl)c1)O/N=C1/CCCc2occc21` gave Dicer processing 1.6.
Screening CC1=C(C(=O)O)N2C(=O)[C@@H](NC(=O)C(N)C3=CCC=CC3)[C@H]2SC1 (some centres not stated) returned Dicer processing -2.8.
Screening CCCc1c(OCCCOc2ccc(OCC(=O)O)cc2)ccc(C(C)=O)c1O returned Dicer processing 0.58.
O=C(Nc1ccc2c(c1)OCCO2)c1csc(-c2cccc3c2CCO3)n1 was read as Dicer processing 0.65.
For COc1ccc(C2/C(=C(/O)c3ccc(C)cc3)C(=O)C(=O)N2CC(C)O)cc1OC (configuration not stated) the results were Dicer processing -0.96.
Cc1ccc(Oc2c(C(F)(F)F)oc3c(CN4CCOCC4)c(O)ccc3c2=O)cc1 was read as Dicer processing -0.41.
COc1ccc(C2C(C(=O)c3ccc(C)o3)=C(O)C(=O)N2Cc2cccnc2)cc1OC (configuration not stated) was read as Dicer processing -0.04.
O=c1nc(Nc2ccc(OC(F)(F)F)cc2)c2ccccc2o1 was read as Dicer processing 0.39.
Screening O=C1CC(c2ccc(Br)cc2)c2c(n[nH]c2-c2ccccc2)N1 (configuration not stated) returned Dicer processing 1.3.
`CCOC(=O)c1cnn2c1nc(Sc1ccc(C)cc1)c1ccccc12` gave Dicer processing 2.3.
For CC(C)(C)c1cc2nc[nH]c(=O)c2s1 the results were Dicer processing -0.33.
`Fc1ccc(CSc2nnc(-c3ccco3)o2)cc1` gave Dicer processing -2.6.
Screening COc1ccccc1Oc1ccc(C(F)(F)F)cc1NC(=O)c1c(-c2ccccc2)noc1C returned Dicer processing -0.86.
For Cc1onc(-c2ccccc2)c1C(=O)Nc1ccccc1NC(=O)c1c(-c2ccccc2)noc1C the results were Dicer processing -1.1.

By substructure, those above containing an NH in an aromatic ring (14)
`CC(C)(C)c1ccc(C(=O)Nc2cccc3[nH]ccc23)cc1` gave Dicer processing 36.
Screening CC(C)Cn1c(NCCN(C)C)nc2c1c(=O)[nH]c(=O)n2C returned Dicer processing 4.3*.
`Clc1ccc(-c2cc(NC3CCCCC3)n[nH]2)cc1` gave Dicer processing -4.6.
`CC(=O)NC(C)Cc1c[nH]c2ccccc12` (configuration not stated) gave Dicer processing 1.7.
O=c1[nH]n(CCO)c(=O)c2ccccc12 was read as Dicer processing 0.19.
For CCc1nc2nc(C)c(Cc3cccc(Cl)c3)c(=O)n2[nH]1 the results were Dicer processing 273.
CCCCOc1cc(=O)[nH]c(=O)[nH]1 was read as Dicer processing -7.3.
Screening Cc1ccc2nc(Nc3nc(C)c(Cc4ccccc4)c(=O)[nH]3)nc(C)c2c1 returned Dicer processing -0.62.
Screening c1ccc(C(CCNc2ncnc3nc[nH]c23)c2ccccc2)cc1 returned Dicer processing -0.18.
Screening Cc1cc(=O)[nH]c(SCC(=O)N2CCCc3ccccc32)n1 returned Dicer processing -0.35.
CC(C)(C)c1ccc(-c2noc(CSc3n[nH]c(=O)n3-c3cccnc3)n2)cc1 was read as Dicer processing 1.7.
COCCCn1c(-c2csc(C)n2)n[nH]c1=S was read as Dicer processing -0.52.
Screening O=C1CC(c2ccc(Br)cc2)c2c(n[nH]c2-c2ccccc2)N1 (configuration not stated) returned Dicer processing 1.3.
For CC(C)(C)c1cc2nc[nH]c(=O)c2s1 the results were Dicer processing -0.33.

These rows are one share of the data. The share of hits here may be higher or lower than overall.
